influenza NS1A: H1N1 influenza NS1A inhibitors, functional cell based assay (AID 504329). NS1A functional cell-based assay, percent inhibition; higher % means a stronger effect. inhibition, % at 12.5 µM; hits with a dose series show IC50 in µM. actives 0.3% (n = 340,000); in the data active = a potency from the dose series; inconclusive = inhibition above about 27% without an active follow-up result; also: strong numbers were not always called active
M. tuberculosis: growth inhibition of non-replicating M. tuberculosis (AID 488890); Mycobacterium tuberculosis non-replicating, growth inhibition; higher % means a stronger effect; inhibition, % at 25 µM, or IC50 in µM where a hit was titrated; actives 0.39% (n = 320,000); in the data active = a potency from the dose series; inconclusive = inhibition mostly from about 82% at the one dose, without a potency; inactive = the rest, 99 in 100 with inhibition below about 76%;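 also: plate controls were DMSO cells for no effect and high antibiotic wells for full effect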
H37Rv inhibition: M. tuberculosis growth inhibition, HTS (AID 449762) | actives 0.59% (n = 330,000) | inhibition, % at 25 µM, or IC50 in µM where a hit was titrated | M. tuberculosis H37Rv growth inhibition, 7H9 media; higher % means a stronger effect; in the data active = a potency from the dose series; inconclusive = inhibition above about 70% without an active follow-up result;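 also: bacterial growth assessed after seven days of incubation; strong numbers were not always called active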
Salmonella PhoP GFP: PhoP regulon inhibitors, Salmonella typhi PhoP promoter GFP reporter, confirmatory (AID 1850). Salmonella Typhi PhoP-promoter GFP reporter, fluorescence, 4 h; higher % means a stronger effect. actives 0.33% (n = 310,000). inhibition, % at 50 µM, or IC50 in µM where a hit was titrated; in the data active = a potency from the dose series; inconclusive = inhibition mostly from about 25% at the one dose, without a potency; inactive = the rest, 99 in 100 with inhibition below about 19%;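 also: 0% = induced wells with vehicle and 100% = uninduced wells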
inhibitors of VEEV: inhibitors of VEEV TC-83 cytopathic effect, confirmation, Vero cells (AID 588727). Vero cells, VEEV TC-83 cytopathic effect inhibition; higher % means a stronger effect. inhibition, % at 20 µM, or IC50 in µM where a hit was titrated. actives 0.13% (n = 350,000); in the data active = a potency from the dose series; inconclusive = inhibition mostly from about 14% at the one dose, without a potency; inactive = the rest, 99 in 100 with inhibition below about 12%; also: strong numbers were not always called active
inhibitors of VEEV 10K pilot screen: also measured in inhibitors of VEEV; calls as there; inhibition, %; measured here: 10K pilot screen inhibition
Numbers without * were called inactive; i = inactive; ? = inconclusive; . = no result given; & = joins results of further samples.

SMILES	influenza NS1A	M. tuberculosis	H37Rv inhibition	Salmonella PhoP GFP	inhibitors of VEEV	others
Cn1ccnc1SCC(=O)n1c2c(c3ccccc31)CCCC2	23%	-13%	-5%	-11%	0.0%
O=C(NCc1cccc(Cl)c1)C1CCCN(c2ncnc3c2nc2n3CCCCC2)C1 (stereo unspecified)	2%	29%	10%	0%	2.1%
O=C(NNC1CC(=O)N(c2cccc(Cl)c2)C1=O)c1cccnc1 (stereo unspecified)	8%	-4%	3%	-3%	i
Cc1cc(C)c2nc3nc(C)cc(C)c3c(N)c2c1	2%	57%	5%	-19%	6.7%
COc1ccc(S(=O)(=O)N(CC(=O)N2CCN(C)CC2)c2ccc(C)cc2)cc1Br	-8%	.	.	.	0.5%
O=C(COC(=O)c1cccc(C(=O)OCC(=O)NCc2ccc(F)cc2)n1)NCc1ccc(F)cc1	7%	-11%	5%	-9%	i
COC(=O)C(C)NC(=O)COc1ccc2ccccc2c1 (stereo unspecified)	-7%	59%	1%	-4%	0.7%
CC1(C)N=C(c2ccccc2)C(=O)N1	4%	-6%	-6%	-10%	i
Nc1nonc1-n1nnc(C(=O)N/N=C/c2cccc(O)c2)c1CN1CCCC1	11%	-2%	-5%	-3%	0.8%
Cc1cc(NC(=O)CSCC(=O)N(c2cccc(Cl)c2)C(C(=O)NC2CCCCC2)c2ccc(O)c(O)c2)no1 (stereo unspecified)	3%	22%	2%	-5%	0.4%
O=C(O)c1ccc(NC2CC(=O)N(Cc3ccccc3)C2=O)cc1 (stereo unspecified)	-4%	2%	-3%	-8%	1.0%
CCN(C(=O)COC(=O)c1nc2nc(C)cc(C)n2n1)C1CCS(=O)(=O)C1 (stereo unspecified)	-7%	-9%	-11%	-2%	1.7%

Three entries picked at random from those above, as already listed:
SMILES	influenza NS1A	M. tuberculosis	H37Rv inhibition	Salmonella PhoP GFP	inhibitors of VEEV	others
Nc1nonc1-n1nnc(C(=O)N/N=C/c2cccc(O)c2)c1CN1CCCC1	11%	-2%	-5%	-3%	0.8%
O=C(O)c1ccc(NC2CC(=O)N(Cc3ccccc3)C2=O)cc1 (stereo unspecified)	-4%	2%	-3%	-8%	1.0%
Cc1cc(C)c2nc3nc(C)cc(C)c3c(N)c2c1	2%	57%	5%	-19%	6.7%

The main list resumes; the 2 compounds before the break are reprinted first.
SMILES	influenza NS1A	M. tuberculosis	H37Rv inhibition	Salmonella PhoP GFP	inhibitors of VEEV	others
O=C(O)c1ccc(NC2CC(=O)N(Cc3ccccc3)C2=O)cc1 (stereo unspecified)	-4%	2%	-3%	-8%	1.0%
CCN(C(=O)COC(=O)c1nc2nc(C)cc(C)n2n1)C1CCS(=O)(=O)C1 (stereo unspecified)	-7%	-9%	-11%	-2%	1.7%
COc1ccc(OC)c(-c2csc(NC(=O)CN3C(=O)NC4(CCCC4)C3=O)n2)c1	5%	9%	34%	-2%	9.9%
CCc1ccc2[nH]c(=O)c(Cc3ccccc3)c(O)c2c1	-1%	28%	-3%	-3%	1.7%
CCOC(=O)c1sc(NC(=O)CSc2n[nH]c(CC(C)C)n2)nc1C	-6%	15%	15%	-1%	1.1%
CC(=O)c1cn(CC(=O)NCc2ccco2)c2ccccc12	-2%	7%	-1%	-5%	3.2%
CCOC(=O)c1c(S(=O)(=O)NCCc2cccs2)c(C)n(C)c1C	5%	10%	8%	-2%	0.6%
COCCN(C(=O)CCSc1ccc(F)cc1)c1c(N)n(Cc2ccccc2)c(=O)[nH]c1=O	-3%	16%	-5%	.	3.6%
CC1=C(/C=C/C(C)=C/C=C/C(C)=C/CO)C(C)(C)CCC1	-6%	-34%	-14%	10%	i
Cc1cc2ncn(-c3ncnc4sc5c(c34)CCC(C)C5)c2cc1C (stereo unspecified)	6%	-4%	-5%	-8%	1.0%
COc1ccc(C2C(C(=O)N3CC(C)CC(C)C3)c3ccccc3C(=O)N2C)cc1 (stereo unspecified)	8%	-1%	-11%	-5%	4.0%
CC1CC(=O)Nc2ccc([N+](=O)[O-])cc2N1C (stereo unspecified)	-6%	5%	0%	-4%	1.2%
O=[N+]([O-])c1ccc2c(c1)Cc1cc(O)ccc1-2	8%	.	.	.	1.1%
CSc1nsc(SC)c1NC(=O)N1CCCC1	15%	2%	0%	-1%	2.2%
O=C(CSc1nncs1)Nc1nccs1	-5%	.	0%	5%	1.1%
Cc1cc(Cl)c(S(=O)(=O)N2CCCCCC2)cc1OCC(N)=O	0%	2%	0%	2%	i
CCN(CC)C(=O)CSc1nnc(-c2ccccn2)n1Cc1ccccc1	12%	-11%	4%	6%	0.3%
CCOC(=O)N1CCC(N2Cc3cccc(C(=O)O)c3C2=O)CC1	3%	-22%	-8%	10%	1.1%	inhibitors of VEEV 10K pilot screen=0.9
Cc1cc(C)cc(NC(=O)CSc2nnc(-c3ccc(S(=O)(=O)N4CCCC4)cc3)o2)c1	-11%	34%	-4%	-6%	4.3%	inhibitors of VEEV 10K pilot screen=6.5
O=C(NCC1CCCO1)C1CCCN(S(=O)(=O)c2ccc(Br)cc2)C1 (stereo unspecified)	-1%	5%	2%	-10%	0.3%
COc1cc(S(=O)(=O)N2CCOCC2)ccc1NC(=O)COC(=O)c1ccc(Cl)nc1	-21%	7%	6%	.	1.9%
C/C(=N\NC(=O)c1ccccn1)c1ccc(C(=O)O)s1	.	35%	?	5%	.
CC(C)C1Nc2ccc(C(=O)NCCCN3CCOCC3)cc2NC1=O (stereo unspecified)	-7%	-4%	2%	4%	1.1%
Cc1ccc(/C=C/C(=O)O)cc1S(=O)(=O)NCc1ccco1	-22%	0%	-1%	-1%	1.4%
CC(=O)Nc1ccc(S(=O)(=O)C(C#N)c2nc3ccccc3nc2NCCCO)cc1 (stereo unspecified)	2%	6%	3%	-12%	6.3%
C=C(C)n1c(=O)[nH]c2ccccc21	17%	-6%	-4%	8%	1.2%

Entries listed so far that have a nitro group on carbon:
SMILES	influenza NS1A	M. tuberculosis	H37Rv inhibition	Salmonella PhoP GFP	inhibitors of VEEV	others
CC1CC(=O)Nc2ccc([N+](=O)[O-])cc2N1C (stereo unspecified)	-6%	5%	0%	-4%	1.2%
O=[N+]([O-])c1ccc2c(c1)Cc1cc(O)ccc1-2	8%	.	.	.	1.1%

The results go on:
SMILES	influenza NS1A	M. tuberculosis	H37Rv inhibition	Salmonella PhoP GFP	inhibitors of VEEV	others
C=CCC1(N(C(C)=O)c2ccccc2C)CCCCC1	-6%	0%	-11%	-6%	1.0%
OC(CNC1CCCCC1)CNC1CCCCC1	9%	-4%	-1%	-4%	0.6%
CC(c1nccs1)N(C)C(=O)CCc1nnc(Cc2c[nH]c3ccccc23)o1 (stereo unspecified)	-7%	39%	-10%	-13%	1.9%
O=C(N/N=C/c1cccnc1)C1CC1(c1ccccc1)c1ccccc1 (stereo unspecified)	-4%	13%	5%	8%	0.1%
CC(Oc1ccc(F)cc1)C(=O)Nc1ccc(S(=O)(=O)NC2=NCCCCC2)cc1 (stereo unspecified)	-6%	19%	8%	.	4.7%
CCCNC(=O)CSc1nnc(-c2ccc(F)cc2)o1	2%	?	?	-7%	2.9%
CCOc1ccc(NC(=O)CCC(=O)NNC(=O)COc2ccccc2C)cc1	.	-11%	?	6%	0.3%
O=C(/C=C/c1ccc(Cl)cc1)NCCc1ccccc1	-7%	64%	3%	-2%	1.4%
CNC(=O)CN(c1cc(OCCOC)c(Cl)cc1Cl)S(=O)(=O)c1ccc(OC)cc1	-10%	-3%	-6%	8%	0.2%
CCCOC(=O)c1c(NC(=O)CCC(=O)O)sc2c1CCCCC2	0%	5%	-14%	4%	0.4%
Cn1c(=O)cc(OCC(=O)NCCc2ccc(Cl)cc2)c2ccccc21	-14%	17%	9%	-22%	0.4%	inhibitors of VEEV 10K pilot screen=1.2
O=C(O)C1C2CCC(O2)C1C(=O)Nc1ccc(F)cc1 (stereo unspecified)	-8%	-8%	-7%	2%	0.7%
CNCCC=C1c2ccccc2C=Cc2ccccc21	1%	33%	6%	2%	0.5%
CCc1nnc(NC(=O)c2ccc(Br)o2)s1	-6%	3%	-1%	-5%	1.0%
O=S(=O)(Nc1ccc(O)c(Sc2nc3ccccc3s2)c1)c1ccc(F)cc1	-3%	22%	9%	-8%	11%
CC(C)N1C(=O)CCC1C(=O)NCCc1ccccc1 (stereo unspecified)	3%	-21%	0%	0%	1.8%
Cc1ccc(CNn2cnnc2SCC(=O)NC(C)(C)C)cc1	3%	-5%	0%	-3%	2.1%	inhibitors of VEEV 10K pilot screen=0.6
CC(=O)Oc1ccc2c(C)cc(=O)oc2c1C(=O)c1ccccc1	-2%	-2%	6%	-2%	1.2%
O=C(O/N=C1\CCS(=O)(=O)c2sccc21)c1ccc(F)cc1	5%	34%	-1%	0%	1.1%
CN(Cc1ccccc1)C(=O)Nc1ccccc1	-1%	14%	-5%	5%	2.2%
C=CCn1c(-c2cccnc2)n[nH]c1=S	-7%	-13%	-11%	-7%	0.0%
CC1CCC2(CC1)NC(=S)N(c1ccccc1)N2 (stereo unspecified)	-4%	58%	58%	2%	1.2%
CC(=O)Nc1cc(ON=C(C)C)cc([N+](=O)[O-])c1	3%	23%	0%	-2%	0.7%
O=C(CC1(CC(=O)N2CCOCC2)CCCC1)Nc1ccc(F)cc1	-28%	5%	-8%	.	4.0%
CCOc1ccc(NC2CCN(C(C)=O)CC2)cc1	-1%	12%	0%	-1%	1.7%
O=C(c1cc(COc2ccc(F)cc2Cl)on1)N1CCCCC1c1cccnc1 (stereo unspecified)	6%	14%	9%	-9%	i
CC(=O)c1ccc(OCC(=O)OC(C)C(=O)NC2CCCCC2C)cc1 (stereo unspecified)	-16%	-2%	-3%	.	1.5%
COc1ccccc1CN(Cc1nc2ccccc2c(=O)[nH]1)C(=O)Nc1ccccc1	-1%	34%	7%	-7%&2%	i
Cc1ccc(S(=O)(=O)N2CCCC(C(=O)Nc3ccc(NC(=O)c4ccccn4)cc3)C2)cc1 (stereo unspecified)	0%	3%	14%	-7%	i
COc1ccc(CCN=C(N)NS(=O)(=O)c2ccccc2)cc1	0%	5%	2%	-10%	0.5%
Cc1ccc(-c2csc(NC(=O)c3c(C)noc3C)n2)cc1C	-3%	64%	?	.	7.9%
COc1ccc(NC(=O)Nc2cc(C(C)(C)C)on2)cc1OC	-4%	35%	38%	-5%	7.9%
Cc1ccc(C)c(N2CCN(S(=O)(=O)c3ccc4c(c3)CC(=O)N4C)CC2)c1	-1%	15%	9%	0%	1.5%
CC(=O)Oc1ccc2c(c1)OC(c1ccccc1)CC21CC(C)(C)NC(=S)N1 (stereo unspecified)	-10%	29%	-4%	-9%	1.6%
O=C(O)CCc1ccc(-c2ccc(Br)cc2)o1	-1%	?	-7%	3%	i	inhibitors of VEEV 10K pilot screen=0.7
O=[N+]([O-])c1ccc(O)c(/C=N/n2c(CO)nc3ccccc32)c1	-3%	.	-6%	16%	2.2%
Cc1cccc(NC(=O)/C(=C\c2cccs2)NC(=O)c2ccccc2)c1	10%	1%	8%	8%	i
CCOc1ccc2ncc(S(=O)(=O)c3ccccc3)c(N3CCN(c4ccccc4)CC3)c2c1	13%	-3%	0%	3%	0.0%
COc1ccc(Cc2nnc(NC(=O)Nc3ccccc3)s2)cc1OC	1%	16%	4%	7%	1.3%
CN1C(=O)CSc2ccc(NC(=O)NCCC3=CCCCC3)cc21	24%	-2%	-1%	-5%	2.3%
Cc1cccc(NC(=O)C2(c3cccs3)CCOCC2)n1	18%	-11%	3%	-2%	1.1%
Nc1nc(N)nc(-c2ccccc2-c2nc(N)nc(N)n2)n1	21%	-13%	2%	-9%	1.9%
Cc1ccc(N2C(=O)C(CN(C)C)C2c2ccccc2)cc1 (stereo unspecified)	22%	-14%	-6%	12%	i
COc1ccc(S(=O)(=O)N2CCCC2CNC(=O)C(=O)NCc2ccccc2Cl)cc1 (stereo unspecified)	-7%	15%	3%	3%	5.8%
CC(=O)N1c2ccc(S(=O)(=O)N3CCCCC3)cc2CC1C(=O)NCc1ccc(N(C)C)cc1 (stereo unspecified)	-2%	3%	-2%	5%	i
CCOC(=O)c1c(C)n(OC)c2ccc3c(no[n+]3[O-])c12	-11%	.	-8%	-7%	0.4%
COC(=O)N/N=C/c1c(C)c(C(=O)c2ccc(F)cc2)n2ccccc12	-6%	8%	5%	1%	0.5%
C#CCOCCOCCOCCNc1nc(N2CCOCC2)nc(N2CCN(C(=O)[C@H](CCCCN)n3cc([C@@H](N)C(C)CC)nn3)CC2)n1 (stereo partly specified)	2%	20%	-1%	-9%	1.2%
CCCCN1/C(=C/c2cccc[n+]2C)Sc2cc(NC(C)=O)ccc21	-7%	1%	9%	24%	0.6%
COc1cc(C)ccc1OCCCOc1c(Cl)cccc1Cl	-7%	27%	3%	2%	1.1%
CCN(CC)S(=O)(=O)c1cccc(-c2nnc(SCC(=O)N3CCC(C(=O)O)CC3)n2N)c1	9%	5%	1%	-2%	0.3%

High-throughput results from PubChem.
